High-throughput results from PubChem.
LMNA splice mod: modulators of lamin A splicing; AID 1487; Potency, µM (highest dose often 46.1 µM), for inactives: at the top dose ratio change, negative = inhibition, actives largely listed as inhibitors; HeLa LMNA splicing GFP/RFP minigene ratio, 48 h; actives 0.01% (n = 200,000); active = well fitted inhibition curve with a large enough effect in the signal ratio, with a control signal flat, not every such curve was filed as active; inconclusive = small, poorly fitted or top-dose-only effect, or effect the other way, or a change in a side signal; the % refers to the signal ratio; note: % is set by controls: 0 for no effect and ±100 for the full control effect
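S3 HeLa stable clones carrying a lamin A-EGFP splicing minigene plus DsRed2 were seeded at 600 cells/well in Opti-MEM with 2% FBS, pin-dosed and incubated 48 h at 37°C. Acumen cytometry (488 nm) gave the GFP/RFP total-intensity ratio.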
Epigenetic derep: regulators of epigenetic silencing causing reporter derepression in mouse cells; Potency, µM (series often up to 53.9 µM), for inactives: at the highest dose GFP activation, usual class: activators; murine LDR cells, GFP reporter derepression, 30 h; actives 0.2% (n = 280,000); active = well fitted activation curve with a large enough effect; inconclusive = small, poorly fitted or top-dose-only effect; note: % of control where 0% means no effect; nearly all actives have a fitted effect of over 60% in size
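Readout is the number of GFP-expressing murine LDR cells, counted by cytometry following washing. Cells were treated with compound for 30 h at 37 C; the stably integrated CMV-GFP locus is normally silent.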
* marks the source's active call; other numbers are inactive results; ? = inconclusive; [ ] = remark or other dose. Potency is the fitted concentration of half-maximal effect.

Molecule	LMNA splice mod	Epigenetic derep
CC(C)(C)OC(=O)N1CCC(c2c(C(=O)N3CCC(c4ccccc4)C3)cnn2-c2cccc(Cl)c2)CC1 (stereo not given)	-13.6%[46 µM]	1.3%
Clc1cccc(-n2ncc3c(NCCCN4CCOCC4)ncnc32)c1	?	0.6%
Cc1ccccc1C(=O)Nc1nnc2n1CCS2	16.4%[46 µM]	1.1%
Cc1ccc(CSc2nc3ccc(NC(=O)COc4ccc(F)cc4)cc3s2)cc1	17.9%[46 µM]	-0.8%
O=S(=O)(NCC(c1ccco1)N1CCN(c2ccc(F)cc2)CC1)c1ccccc1 (stereo not given)	-2.9%[46 µM]	2.1%
COc1ccc(OC)c(CCNC(=O)c2cnn(-c3ccc(C)cc3C)c2C2CCN(C(=O)OC(C)(C)C)CC2)c1	-20.9%[46 µM]	-0.4%
Cc1ccccc1Cn1ccn(-c2ccc(F)c(F)c2)c(=O)c1=O	13.6%[46 µM]	0.0%
Cc1nn2c(C)c(C(=O)N3CCN(c4ccc(Cl)cc4)CC3)cnc2c1-c1ccc(F)cc1	-4.3%[46 µM]	0.8%
COc1ccc(OCC(=O)Nc2cccc(C(=O)OCc3cc(=O)n4nc(C)sc4n3)c2)cc1	11.0%[46 µM]	6.6%
CCc1ccc(CNC(=O)c2sc3ncnc(N(C)C4CCCCC4)c3c2C)cc1	-12.3%[46 µM]	1.3%
O=C(Cc1ccc(F)cc1)NCCc1csc(-c2cccc(F)c2)n1	12.3%[46 µM]	-1.7%
CCOCCc1nn2c(=O)cc(COC(=O)c3ccccc3OC)nc2s1	?	1.5%
CCCCN(C)C(=O)C1CCCN(c2ncnc3onc(-c4ccc(F)cc4)c23)C1 (stereo not given)	-13.5%[46 µM]	-0.4%
COC(=O)c1sc2cccc(F)c2c1S(=O)(=O)NCc1ccc(F)cc1	-11.6%[46 µM]	0.0%
O=C(NCc1ccc2c(c1)CCN2C(=O)c1ccncc1)c1ccc(Cl)cc1	-4.6%[46 µM]	-1.3%
Cc1ccc(-n2ncc(C(=O)N3CCC(c4ccccc4)C3)c2C2CCN(C(=O)OC(C)(C)C)CC2)cc1 (stereo not given)	-2.0%[46 µM]	-0.4%
CCOCCCn1c(SCC(=O)OCC)nc2c(sc3ccccc32)c1=O	-9.3%[46 µM]	-1.3%
Cc1cccc(-c2nc3nc(C)cc(NCc4ccccc4Cl)n3n2)c1	0.8%[46 µM]	4.5%
CCOC(=O)c1cc(-c2ccc(F)cc2)n(CCC(=O)NCCc2ccc(C)cc2)c1C	?	-1.1%
COc1ccc(CCC(=O)NCc2nc3cccnc3n2Cc2ccc(C)cc2)cc1	?	0.8%
CCCn1ccc2c(OCC(=O)Nc3ccccc3OCC)cccc2c1=O	?	5.1%
COc1ccc(OC)c(CNC(=O)Nc2cn(CC(C)C)c(=O)c3ccccc23)c1	6.5%[46 µM]	-0.4%
Cc1cc(C(=O)Nc2ccc(Cl)cc2)c2c(C)nn(-c3ccccc3)c2n1	?	1.1%
CC(=O)c1c(C)oc2c1cc(NS(=O)(=O)c1ccc(Br)cc1)c1ccccc12	?	0.3%

Reprinted at random: three records from the list.
Molecule	LMNA splice mod	Epigenetic derep
CCOCCCn1c(SCC(=O)OCC)nc2c(sc3ccccc32)c1=O	-9.3%[46 µM]	-1.3%
Cc1cccc(-c2nc3nc(C)cc(NCc4ccccc4Cl)n3n2)c1	0.8%[46 µM]	4.5%
CCCn1ccc2c(OCC(=O)Nc3ccccc3OCC)cccc2c1=O	?	5.1%

New compounds follow:
Molecule	LMNA splice mod	Epigenetic derep
CC(=O)Nc1c(C)nn(-c2ccccc2)c1N1CCC(C(=O)Nc2cccc(C(F)(F)F)c2)CC1	?	-0.2%
COC(=O)c1scc(-c2ccc(C)cc2)c1S(=O)(=O)Nc1cc(C)ccc1OC	-2.8%[46 µM]	0.0%
COc1ccc(CNC(=O)C(=O)Nc2c3c(nn2-c2ccccc2)CSC3)cc1	?	1.0%
CCN(C(=O)c1cc(S(=O)(=O)N2CCc3ccccc32)cn1C)c1cccc(C)c1	-21.3%[46 µM]	7.0%
O=C(COc1ccccc1)Nc1nnc(S(=O)(=O)Nc2ccccc2)s1	5.4%[46 µM]	-0.1%
COc1cc(NC(=O)Nc2cccc(-c3noc(C)n3)c2)cc(OC)c1OC	?	0.8%
Fc1ccccc1Oc1ncnc2c1oc1ccccc12	-5.8%[46 µM]	-0.2%
CCOc1ccc(OCC)c(NC(=O)c2cc(S(=O)(=O)N3CCCC3)cn2C)c1	10.5%[46 µM]	2.5%
O=C(COc1ccc(Cl)cc1)Nc1ccc2nc(SCC(=O)N3CCOCC3)sc2c1	-13.0%[46 µM]	-3.2%
COc1cccc(CNc2ncnc3c2nnn3C)c1	-0.7%[46 µM]	?
Cc1ccc(CN2C(=O)CN(C3CCC(C)CC3)C(=O)C2c2ccc(F)cc2)cc1 (stereo not given)	9.0%[46 µM]	-0.3%
Cc1nc(-c2ccc(Cl)cc2)sc1CCNC(=O)c1ccc(C(F)(F)F)cc1	?	-1.7%
Cc1cccc(CNC(=O)C2CCN(S(=O)(=O)c3cccc4nonc34)CC2)c1	?	-1.3%
COc1ccc(NC(=O)c2ccc3c(=O)n4nc(Nc5ccccc5C)sc4nc3c2)cc1	?	3.2%
COc1ccc2nc(N(Cc3cccnc3)C(=O)c3ccc(Cl)cc3)sc2c1	4.8%[46 µM]	4.7%
COc1ccc(C)cc1NC(=O)Cn1c(=O)oc2cc(S(=O)(=O)NCc3ccccc3)ccc21	3.6%[46 µM]	3.0%

Rewritten with two lines to a compound: 5 of the compounds above
Under each structure – LMNA splice mod	Epigenetic derep
O=C(COc1ccc(Cl)cc1)Nc1ccc2nc(SCC(=O)N3CCOCC3)sc2c1
  -13.0%[46 µM]	-3.2%
COc1cccc(CNc2ncnc3c2nnn3C)c1
  -0.7%[46 µM]	?
Cc1ccc(CN2C(=O)CN(C3CCC(C)CC3)C(=O)C2c2ccc(F)cc2)cc1 (stereo not given)
  9.0%[46 µM]	-0.3%
Cc1nc(-c2ccc(Cl)cc2)sc1CCNC(=O)c1ccc(C(F)(F)F)cc1
  ?	-1.7%
Cc1cccc(CNC(=O)C2CCN(S(=O)(=O)c3cccc4nonc34)CC2)c1
  ?	-1.3%

(list continues)
Molecule	LMNA splice mod	Epigenetic derep
Cc1cccc(NC(=O)CN2C(=O)CCn3nc(-c4cccn4C)cc32)c1C	-9.8%[46 µM]	4.5%
O=C(c1ccco1)N(Cc1cccnc1)c1nc2c(F)cc(F)cc2s1	9.9%[46 µM]	-2.8%
Cc1c(C(=O)Nc2ccc(Br)cc2F)oc2ccc(S(=O)(=O)N3CCC4(CC3)OCCO4)cc12	-1.9%[46 µM]	1.6%
Cc1cccc(NC(=O)CSc2nc(=O)n(Cc3ccccn3)c3c2CCC3)c1C	2.1%[46 µM]	2.8%
CC(C)NC(=O)C1CCC(Cn2c(=O)c3sccc3n(CC(=O)NCc3ccccc3)c2=O)CC1 (stereo not given)	0.5%[46 µM]	1.1%
O=C(Nc1ccc2nc(SCCOc3ccccc3)sc2c1)c1cccs1	16.2%[46 µM]	1.6%
Cc1ccccc1CN1C(=O)c2ccccc2Sc2ccc(C(=O)NC3CCCC3)cc21	?	3.5%
CN(c1ncnc2c1c(-c1ccccc1)cn2-c1cccc(Cl)c1)C1CCCCC1	-5.1%[46 µM]	0.1%
Cc1cccc(NC(=O)COC(=O)CCCC2=NS(=O)(=O)c3ccccc3N2)c1	?	-1.3%
CC(CNC(=O)CCS(=O)(=O)c1ccc2c(c1)oc(=O)n2C)c1ccccc1 (stereo not given)	15.0%[46 µM]	-1.3%
Cc1cc([N+](=O)[O-])ccc1NC(c1nnc(-c2ccccc2)o1)c1ccccc1F (stereo not given)	?	11.8%
CCOc1ccc(Sc2cc(C(=O)NCCc3ccc(OC)c(OC)c3)c3ccccc3n2)cc1	-0.4%[46 µM]	8.4%
COc1ccc(NC(=O)c2oc3ccc(S(=O)(=O)N4CCOCC4)cc3c2C)c(OC)c1	?	-0.9%
CCOC(=O)c1noc2ncnc(N(CCC(=O)OC)c3ccccc3)c12	?	2.9%
O=S(=O)(NCCc1csc2nc(-c3ccc(F)cc3)nn12)c1ccc(Oc2ccccc2)cc1	?	2.0%
COC(=O)c1sc2ccccc2c1S(=O)(=O)N1CCN(c2ccc(C(C)=O)cc2)CC1	?	0.8%
CCCN1CCN(c2ncnc3sc(C(=O)Nc4ccc(N(CC)CC)cc4C)c(C)c23)CC1	-18.8%[46 µM]	-4.9%
COc1ccc(CNCCCSc2nnnn2C)c(OC)c1	10.2%[46 µM]	3.2%
COc1ccccc1N1CCN(C(=O)c2cnn(C(C)(C)C)c2C2CCN(C(=O)OC(C)(C)C)CC2)CC1	-5.5%[46 µM]	-1.3%
CC(C)CCN(Cc1ccco1)C(=O)Cn1ncc2c([nH]c3ccccc32)c1=O	?	1.2%
Cc1cccc(C)c1NC(=O)c1oc2c(c1C)-c1nn(Cc3ccccc3)cc1CC2	1.6%[46 µM]	4.2%
O=C(NCC(c1cccnc1)N1CCc2ccccc21)c1cccc(Br)c1 (stereo not given)	?	0.0%
O=C(CN1C(=O)COc2ccc(S(=O)(=O)NC3CCCC3)cc21)Nc1ccc(Cl)cc1	?	-1.2%
Cc1ccc(-c2nc(C)c(CCNC(=O)c3cccs3)s2)cc1	?	0.0%

Further entries.
smiles	LMNA splice mod	Epigenetic derep
Cc1ccc(-c2nc(SCC(=O)N3CCc4ccccc43)c3c(=O)n(C)c(=O)n(C)c3n2)cc1	?	-4.2%
O=S(=O)(NCC(c1cccs1)S(=O)(=O)c1ccccc1)c1ccc(F)c(C(F)(F)F)c1 (stereo not given)	-22.6%[46 µM]	0.8%
COc1cccc(NC(=O)CSC2=Nc3ccccc3C3=NC(CCC(=O)NCc4ccco4)C(=O)N23)c1 (stereo not given)	18.3%[46 µM]	-0.5%
O=S(=O)(NCCc1csc(-c2cccc(F)c2)n1)c1cc(F)ccc1F	-5.9%[46 µM]	-1.7%
COCCCNC(=O)CCC(=O)N1Cc2ccccc2Oc2ncccc21	21.7%[46 µM]	-0.2%
CCOc1ccccc1NC(=O)C(CC)Sc1nc2ncccc2[nH]1 (stereo not given)	17.3%[46 µM]	-0.4%
CCSc1nc(=O)c2c(n1C)NC(=O)CC2c1ccc(O)cc1OC (stereo not given)	1.1%[46 µM]	-3.2%
Cc1ccc(S(=O)(=O)CCC(=O)Nc2ccc(Br)cc2C)cc1	-6.9%[46 µM]	0.0%
Cc1ccc(CCNC(=O)C2COc3ccccc3C2)cc1 (stereo not given)	-0.6%[46 µM]	0.0%
Cc1cc2oc(C(=O)Nc3cccc(-c4nc5ccccc5o4)c3)c(C)c2cc1Cl	0.4%[46 µM]	3.2%
Cc1cccc(C(=O)N2CCc3cc(CNC(=O)CCc4ccccc4)ccc32)c1	6.4%[46 µM]	-0.5%
O=C(CN1C(=O)CC(c2ccccc2)=Nc2ccccc21)Nc1ccc(Br)cc1	0.4%[46 µM]	1.5%
Cc1nc(-n2nc(C)c(CCC(C)C)c2C)sc1C(=O)Nc1ccc(Br)cc1	5.9%[46 µM]	0.0%
COc1ccc(N2CC(NC(=O)c3cccs3)CC2=O)cc1 (stereo not given)	13.7%[46 µM]	2.7%
CCN(CC)C(=O)Cn1c(=O)cc(C)c2c(C)nn(-c3ccc(C)cc3)c21	6.7%[46 µM]	0.0%
O=c1oc2ccc3ccccc3c2cc1-c1nnc(Nc2cc(C(F)(F)F)ccc2Cl)s1	2.5%[46 µM]	0.8%
COc1ccc(NC(=O)N2CCN(S(=O)(=O)c3ccc4c(ccn4C)c3)CC2)c(OC)c1	10.6%[46 µM]	1.7%
COc1ccc(-n2nc(C(=O)Nc3ccccc3OC)c3c4ccccc4n(C)c3c2=O)cc1Cl	1.8%[46 µM]	0.0%
COc1cc2c(cc1OC)n(CC(=O)c1cc(C)ccc1C)c(=O)n1nc(CCn3nc(C)cc3C)nc21	1.1%[46 µM]	-1.3%
NS(=O)(=O)c1ccc2nc(NC(=O)COc3ccc(Cl)cc3Cl)sc2c1	-9.2%[46 µM]	-1.7%
CC(=O)c1ccc(NC(=O)CN2C(=O)CCc3cc(S(=O)(=O)N4CCC(C)CC4)ccc32)cc1	?	-0.1%
COc1ccc(-c2nc(C)c(CCNC(=O)Cc3ccc(F)cc3)s2)cc1OC	16.8%[46 µM]	2.2%
Cc1ccc(CCNC(=O)CN2C(=O)COc3ccc(S(=O)(=O)N4CCCC4)cc32)cc1	3.7%[46 µM]	1.8%
CC(C)COc1ccc(C(=O)N2CCC(c3nc4ccccc4s3)CC2)cc1	?	-3.2%
Cc1cc(C)cc(NS(=O)(=O)c2ccc3c(c2)NC(=O)C(C)S3)c1 (stereo not given)	-4.6%[46 µM]	?
CCOc1ccc(CCNC(=O)C2CCN(C(=O)N3CC(CC)Oc4ccccc43)CC2)cc1 (stereo not given)	?	1.1%
Cc1nn(C)c2c1c(-c1ccccc1)cc(=O)n2C(C)C(=O)NCc1ccc(F)cc1 (stereo not given)	?	0.0%

Some of the compounds tested (hit frequency here may not be typical).
